# Screening data (PubChem BioAssay)
# PL biosyn Enam: blocks phospholipid synthesis in CHO cells, Enamine compounds. AID 1347385. ZR-82 CHO cells, pyrene fatty acid UV survival, CellTiter Blue; peroxisome-deficient CHO-K1 mutant line; plus DGAT-1, DGAT-2 and ACAT inhibitors. calls only at 10 µM. actives 0.4% (n = 20,000);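 active means cell survival signal 2 SD away from solvent-only control wells, confirmed on one or two retests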;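 further: 3 h compound exposure then viability read about one day after UV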
# Calls only; i = inactive. Only part of the results is shown; count on the stated rates, not on these rows.
SMILES,PL biosyn Enam
O=C(CCN1C(=O)NC2(CCCC2)C1=O)N1CCOCC1,i
C=CCn1c(SCC(C)=O)nc2scc(-c3ccc(C)o3)c2c1=O,i
Cc1nn(CC(=O)N2C(C)CCCC2C)c(C)c1[N+](=O)[O-] (stereo not drawn),i
CC1CCc2sc(-c3nnc(SCC(=O)NN4C(=O)NC5(CCCCC5)C4=O)o3)cc2C1 (stereo not drawn),i
CC(=O)c1c(C)[nH]c(C(=O)CSc2nc(C)c(C)n2C2CCCC2)c1C,i
c1ccc(OCCOc2ncnc3ccccc23)cc1,i
CCCn1nnc(NC(=O)/C=C/c2ccco2)n1,i
Oc1ccc2ccccc2c1C=NC1CC1,i
Cn1c(N)c(C(=O)COC(=O)c2cc3c(s2)CCC3)c(=O)n(C)c1=O,i
CCCCCCc1nc(=S)c2c(=O)n(C)c(=O)n(CCC)c2[nH]1,i
CC1=CC2=NC(=N)/C(=C/C3CC=CCC3)C(=O)N2C=C1 (stereo not drawn),i
N=C1C(c2nc3ccccc3s2)=C(O)CN1C1CCCCCCCCCCC1,i
COC(=O)c1sccc1N=Cc1c(O)n(C)c(=O)n(C)c1=O,i
O=c1ccc2cc(S(=O)(=O)n3cnc4ccccc43)ccc2o1,i
CN(C)P(=NC(=S)Nc1cccc([N+](=O)[O-])c1)(c1ccncc1)N(C)C,i
CC(=O)c1c(O)nc2sccn12,i
CC(C)c1ccc2[nH]c(O)c(N=NC(=S)NC3CCCCC3)c2c1,i
CCOC(=O)CN1C(=O)S/C(=C\c2ccc(Br)o2)C1=O,i
O=S(=O)(c1ccc(S(=O)(=O)N2CCCC2c2cccs2)cc1)N1CCOCC1 (stereo not drawn),i
CC1c2cccn2CCN1S(=O)(=O)c1ccc(F)c(F)c1F (stereo not drawn),i
O=C1NC(=S)N/C1=C\c1c(F)cccc1F,i
CC(=O)c1c(C)[nH]c(C(=O)C(C)N2CCN(CC(=O)N3CCCCCC3)CC2)c1C (stereo not drawn),i
O=C(O)CN1CC2([N+](=O)[O-])C=C(C(=O)O)CC([N+](=O)[O-])(C1)C2 (stereo not drawn),i
COC(=O)c1c(NC(=O)C(=O)Nc2sc3c(c2C(=O)OC)CCCC3)sc2c1CCCC2,i
Clc1ccc(Cl)c(-c2ccc(C3=Nn4c(nnc4-c4ccc(Br)cc4)SC3)o2)c1,i
NC(=O)C1CCN(C(=O)CCC2CCCC2)CC1,i
Cc1ccc(C(=O)OCC(=O)c2ccc(Br)s2)o1,i
O=S(=O)(Nc1cccc2ccccc12)c1ccccc1F,i
c1ccc(-c2nnc(CSc3nnc4ccccn34)o2)cc1,i
Fc1c(F)c(F)c(/C=C/c2ccc3ccccc3n2)c(F)c1F,i
CN=c1scc(-c2cccc(Cl)c2)n1/N=C1\CCc2ccccc21,i
Cc1nc2sc3c(c2c2nncn12)CCCC3,i
O=S(=O)(Nc1cc(Cl)ccc1-n1cncn1)c1cc(Br)ccc1Br,i
Fc1ccccc1Nc1n[nH]c(=S)s1,i
CCCn1c(C)cc(CNCCSCc2cccs2)c1C,i
Cc1ccc(S(=O)(=O)N(C)C2(C)CCS(=O)(=O)C2)cc1 (stereo not drawn),i
CCOC(=O)NN=C(C1CC1)C1CC1,i
CCC[n+]1cn(-c2nc3ccccc3nc2[N-]S(=O)(=O)c2ccc(Cl)cc2)c2ccccc21,i
CC(C)(C)N/N=C/c1cccs1,i
Brc1cc2c(cc1CSc1nnc3ccccn13)OCO2,i

# Among those listed so far, these contain an aryl thioether with sulfur outside any ring.
SMILES,PL biosyn Enam
C=CCn1c(SCC(C)=O)nc2scc(-c3ccc(C)o3)c2c1=O,i
CC1CCc2sc(-c3nnc(SCC(=O)NN4C(=O)NC5(CCCCC5)C4=O)o3)cc2C1 (stereo not drawn),i
CC(=O)c1c(C)[nH]c(C(=O)CSc2nc(C)c(C)n2C2CCCC2)c1C,i
c1ccc(-c2nnc(CSc3nnc4ccccn34)o2)cc1,i
Brc1cc2c(cc1CSc1nnc3ccccn13)OCO2,i

# (continued)
SMILES,PL biosyn Enam
COc1cc2c(cc1OC)CN(Cn1nc(C(F)(F)F)n(C)c1=S)CC2,i
C=C1C(Cl)=C(c2ccccc2)Oc2ccccc2C1c1ccc(C)cc1 (stereo not drawn),i
O=c1[nH]c(=S)[nH]c2sc3c(c12)CCCC3,i
O=S(=O)(c1ccc(I)cc1)N1CCSC1c1ccco1 (stereo not drawn),i
O=[N+]([O-])c1cc(C(F)(F)F)ccc1-n1ccnc1,i
CC1(NC(=O)CSC(C)(C)C)CCS(=O)(=O)C1 (stereo not drawn),i
CCOC(=O)C1=C(COC(=O)c2cnc(C)cn2)NC(=O)NC1C (stereo not drawn),i
CC(C)N(Cn1nc(-c2ccncc2)n(-c2ccc(Cl)cc2)c1=S)C(C)C,i
Brc1cc2c(cc1CSc1nnnn1Cc1cccs1)OCO2,i
O=C(Cc1ccc(S(=O)(=O)N2CCOCC2)s1)Nc1nnc(C2CC2)s1,i

# Of the compounds above, these have a tert-butyl group:
SMILES,PL biosyn Enam
CC(C)(C)N/N=C/c1cccs1,i
CC1(NC(=O)CSC(C)(C)C)CCS(=O)(=O)C1 (stereo not drawn),i

# The listing continues.
SMILES,PL biosyn Enam
NCc1ccc(CS(N)(=O)=O)cc1,i
C=CCn1c(SCCO)nc2sc3c(c2c1=O)CCCC3,i
COc1cc(OC)c(NS(=O)(=O)c2ccc(OC)c(Br)c2)cc1Cl,i
CCCCC[n+]1cccc2ccccc21,i
CN(C)c1ccc(/C=N/Nc2ccc(-n3ccnc3)nn2)cc1,i
CCCC(=O)NNC(=O)c1cc(C)[nH]n1,i
C=CCn1c(SCc2nc3sc(C(C)=O)c(C)c3c(=O)[nH]2)nc2scc(C3CC3)c2c1=O,i
Cc1noc(C)c1/C=C/C(=O)O,i
C=CCN=c1scc(-c2ccc(C)cc2)n1/N=C/c1ccc(F)cc1,i
Nc1c(C(=O)CSc2nnc(C3CCS(=O)(=O)C3)o2)c(=O)[nH]c(=O)n1C1CC1 (stereo not drawn),i
O=[N+]([O-])c1ccc(/C=C2\CCCC=C2N2CCOCC2)s1,i
C=CCNC(=O)COC(=O)C1C(C(=O)OCC)=C(C)NC(C)=C1C(=O)OCC,i
Nc1sc2c(c1-c1nc3ccccc3s1)CCCC2,i
Cn1cccc1CC(=O)N1N=CCC1(O)C(F)(F)F (stereo not drawn),i
O=C(O)CCN1C(=O)/C(=C\c2cccs2)SC1=S,i
CC1(C)CC2CC(C)(CN2CC(O)COC(C)(C)C)C1 (stereo not drawn),i
O=C1CC2(CCCC2)C(=O)N1CN1CCN(S(=O)(=O)c2ccc(Cl)c(Cl)c2)CC1,i
O=[N+]([O-])c1ccc(Nc2ccc(Cl)c(Cl)c2)c2cccnc12,i
O=[N+]([O-])c1cc(N=Cc2cccnc2)cc2ccc3ccccc3c12,i
CC(C)NC(=S)N/N=C/c1c(F)c(F)c(F)c(F)c1F,i
COC(=O)/C(=C(/N)[S-])[P+](c1ccccc1)(c1ccccc1)c1ccccc1,i
O=C(Nc1nncs1)c1cccs1,i
CC(OC(=O)C1CC2CCCC(C1)C2=O)c1nnc(-c2cccs2)o1 (stereo not drawn),i
Cc1nc2sc3c(c2c(=O)n1NC(=S)NC(=O)C12CC4CC(CC(C4)C1)C2)CCCC3,i
c1csc(-c2noc(CSc3ncnc4sccc34)n2)c1,i
Cn1c(N)c(C(=O)CSc2nc(N)cc(=O)[nH]2)c(=O)n(C)c1=O,i
CCSc1nnc(NC(=O)c2ccc(=O)n(C)n2)s1,i
c1ccc(-c2nc3cc4ccccc4cc3nc2-c2ccccc2)cc1,i
Cc1nc(SCC(=O)N2CCCCC2C)c2c3c(sc2n1)CCC3 (stereo not drawn),i
O=C1CSC(=O)N1CC(O)COc1ccc(OCC(O)CN2C(=O)CSC2=O)cc1 (stereo not drawn),i

# Of the compounds above, these contain a CF3 group.
SMILES,PL biosyn Enam
COc1cc2c(cc1OC)CN(Cn1nc(C(F)(F)F)n(C)c1=S)CC2,i
O=[N+]([O-])c1cc(C(F)(F)F)ccc1-n1ccnc1,i
Cn1cccc1CC(=O)N1N=CCC1(O)C(F)(F)F (stereo not drawn),i

# Remaining list, next part.
SMILES,PL biosyn Enam
C=C(C)Cn1c(CC(C)C)nc2ccccc21,i
c1ccc(Sc2c(-c3ccccc3)nc3sccn23)cc1,i
Cc1occc1-c1nnc2n1N=C(c1ccc(-c3ccccc3)cc1)CS2,i
COc1ccc(-c2noc(CSc3nnnn3C3CC3)n2)cc1,i
O=C1C2(CCC13COC(c1ccc([N+](=O)[O-])s1)OC3)COC(c1ccc([N+](=O)[O-])s1)OC2 (stereo not drawn),i
COc1cc(C2SCc3cc(C)c(C)cc3CS2)c(O)c([N+](=O)[O-])c1,i
FC(F)(F)c1nc(N2CCc3ccccc3C2)c2ccccc2n1,i
Nc1nc(N)nc(COc2ccc(F)cc2Br)n1,i
O=C(O)c1cc(=O)[nH]c(=O)[nH]1,i
Cn1nnnc1SCC(=O)c1c(N)n(C2CC2)c(=O)[nH]c1=O,i
C[N+]1(Cc2cn3ccccc3n2)CCOCC1,i
Clc1ccc(Oc2ncnc3sc4c(c23)CCCCC4)c(Cl)c1,i
CC1CCc2c(sc3ncnc(SCc4nc5ccsc5c(=O)[nH]4)c23)C1 (stereo not drawn),i
CC(C)(C)P(=Nc1ccc([N+](=O)[O-])cc1)(c1ccncc1)N1CCCCCC1 (stereo not drawn),i
Nc1nc(CSc2nnnn2C2CC2)nc(Nc2ccccc2)n1,i
Fc1ccc(C(CNC(=S)NC2CC3CCC2C3)N2CCOCC2)cc1 (stereo not drawn),i
O=C(N=Nc1c(O)[nH]c2ccccc12)c1ccc2ccccc2n1,i
COC(=O)C12CC3(C)CC(C)(CC(C)(C3)C1)C2,i
Cn1ccsc1=NC(=O)c1ccc(Br)o1,i
Cn1ncc(C(N)=O)c1N,i
CCOC(=O)c1c(C)[nH]c(C(=O)OCC(=O)N2CCCC2)c1C,i
Cn1c(-c2ccc(-c3ccccc3)cc2)c[nH]c1=S,i
CCOC(=O)c1c(NC(=O)C2CC2)sc2c1CCC2,i
CCCCN(C(=O)NC(C)(C)C)c1c(N)n(CCCC)c(=O)[nH]c1=O,i
O=c1c2sccc2nc2n1Cc1nc3ccsc3c(=O)n1C2,i
Clc1ccccc1C1=NC2=S(O1)OC(c1ccccc1Cl)=N2,i
Nc1ccc(Oc2ccc([N+](=O)[O-])cc2)cc1,i
Cc1n[nH]c(=S)n1C1CCCCC1,i
CN=c1scc(-c2ccc(Cl)cc2Cl)n1/N=C/c1ccc(SC)cc1,i
Cc1cc(C)nc(N=C(N)N2CCCCC2C)n1 (stereo not drawn),i
CP(=O)(Nc1ccc([N+](=O)[O-])cc1)c1nc2c(s1)CCCC2 (stereo not drawn),i
O=C1NC(=O)N(Cc2cccs2)C1=O,i
C=CCn1c2c(c(=O)[nH]c1=O)C(c1ccc(F)cc1)C1=C(COC1=O)N2 (stereo not drawn),i
CCCCCc1nnc(NC(=O)c2ccc(=O)n(C)n2)s1,i
Cc1cccn2c(=O)c(C=C3C(=O)NC(=O)NC3=O)c(N3CCCC3)nc12,i
CCCNc1n[nH]c(=S)s1,i
O=C(COC(=O)CC12CC3CC(CC(Br)(C3)C1)C2)NNC(=O)c1cccs1,i
CCOC(=O)c1c(C)oc(N)c1C(N)=O,i
CCC(C)(C)C1C/C(=C/c2ccsc2)C(=O)/C(=C/c2ccsc2)C1 (stereo not drawn),i
O=C(O)CN1C(=O)NC2(CCc3ccccc32)C1=O (stereo not drawn),i

# An excerpt of these results, with tabs.
molecule	PL biosyn Enam
O=C1NC(=O)N(Cc2cccs2)C1=O	i
C=CCn1c2c(c(=O)[nH]c1=O)C(c1ccc(F)cc1)C1=C(COC1=O)N2 (stereo not drawn)	i
CCCCCc1nnc(NC(=O)c2ccc(=O)n(C)n2)s1	i
Cc1cccn2c(=O)c(C=C3C(=O)NC(=O)NC3=O)c(N3CCCC3)nc12	i
CCCNc1n[nH]c(=S)s1	i
O=C(COC(=O)CC12CC3CC(CC(Br)(C3)C1)C2)NNC(=O)c1cccs1	i
CCOC(=O)c1c(C)oc(N)c1C(N)=O	i
CCC(C)(C)C1C/C(=C/c2ccsc2)C(=O)/C(=C/c2ccsc2)C1 (stereo not drawn)	i

# (cont.)
SMILES,PL biosyn Enam
CN1CCN(c2ccc(S(=O)(=O)N3CCOCC3)cc2N)CC1,i
O=S(=O)(c1ccccc1Br)N1CCN(CC2CCCO2)CC1 (stereo not drawn),i
COc1cc2nc(/C=C/c3ccc4c(c3)OCO4)sc2cc1SC,i
FC(F)n1c(=S)[nH]c2ccccc21,i
O=P1(NCCO)C=C(c2ccccc2)OC(c2ccccc2)=C1,i
CN1/C(=C\C=Nc2ccccc2I)C(C)(C)c2ccccc21,i
O=[N+]([O-])c1cc(S(=O)(=O)C(F)(F)F)ccc1Oc1ccc(S(=O)(=O)N2CCOCC2)cc1,i
Cc1nn(-c2ccccc2)c(Sc2nc3ccccc3s2)c1C1N=C(N)Nc2nc3ccccc3n21 (stereo not drawn),i
C=CCN(Cc1ccc(Cl)s1)S(=O)(=O)c1ccc(S(=O)(=O)N2CCOCC2)cc1,i
Nc1c(C(=O)CSc2nnc(-c3cccs3)n2C2CC2)c(=O)[nH]c(=O)n1C1CC1,i
COc1cc(OC)c(OC)cc1/C=N/n1c(-c2ccc(Cl)cc2Cl)n[nH]c1=S,i
CC(C)C(=O)N1CCN(c2c(F)c(F)c(F)c(F)c2F)CC1,i
Cc1ccc2nc(COC(=O)Cn3cnc4c3c(=O)n(C)c(=O)n4C)cc(=O)n2c1,i
Cc1ccc(-c2c(C)n([O-])c(C)c(-c3ccc(F)cc3)[n+]2=O)cc1,i
CC(C)(C)P(=NC(=S)N/N=C/c1cccs1)(N1CCOCC1)N1CCOCC1,i
C=CCSc1[nH]c(=O)c(C(=O)OCC)cc1C(N)=O,i
Cc1ccc(C2C3=C(COC3=O)Nc3c2c(=O)n(C)c(=O)n3C)cc1 (stereo not drawn),i
ClC1(Cl)CC1Cn1c(Cc2ccccc2)nc2ccccc21 (stereo not drawn),i
CC1(C)CC(=O)C2=C(C1)Nc1[nH]c(=O)[nH]c(=O)c1C2c1ccc(C(F)(F)F)cc1 (stereo not drawn),i
CCCc1ccc(C2=C(C)SC3=NS(=O)(=O)CCN32)cc1,i
